TNAP inh hiacc = human TNAP enzyme inhibitors, primary screen, biochemical, luminescent, high phosphate acceptor level, uHTS; 200,000 compounds, 0.03% hits; purified TNAP, CDP-star luminescence, 1 M DEA; inhibition, % at 20 µM; Alkaline phosphatase, tissue-nonspecific isozyme (Homo sapiens), P05186;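 active = over 50% inhibition of tissue-nonspecific alkaline phosphatase at 20 µM in the single-dose screen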;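 also: plate controls were DMSO wells for no effect and EDTA-quenched wells as full inhibition for full effect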
Target sequence (P05186 whole entry, looked up): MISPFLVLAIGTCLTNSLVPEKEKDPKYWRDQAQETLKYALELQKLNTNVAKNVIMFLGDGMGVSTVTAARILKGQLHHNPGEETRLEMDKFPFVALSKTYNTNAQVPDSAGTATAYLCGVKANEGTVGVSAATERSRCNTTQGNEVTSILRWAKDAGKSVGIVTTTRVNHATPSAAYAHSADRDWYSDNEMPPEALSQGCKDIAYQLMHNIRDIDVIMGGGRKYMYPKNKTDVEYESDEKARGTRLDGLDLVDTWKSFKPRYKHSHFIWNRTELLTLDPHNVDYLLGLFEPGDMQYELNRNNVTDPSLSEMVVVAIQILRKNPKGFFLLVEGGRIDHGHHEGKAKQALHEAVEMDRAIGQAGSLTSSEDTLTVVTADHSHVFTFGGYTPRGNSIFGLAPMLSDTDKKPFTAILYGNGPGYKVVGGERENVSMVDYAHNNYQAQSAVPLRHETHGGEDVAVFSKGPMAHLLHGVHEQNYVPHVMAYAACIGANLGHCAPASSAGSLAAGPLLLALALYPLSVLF
Diaph act CS = compounds boosting diaphorase resazurin reduction – biochemical, uHTS, resorufin fluorescence, counter-screen for diaphorase-coupled primary assays, primary screen | Diaphorase/resazurin coupled assay, 16 min; stronger effect = higher value; 1 = vehicle wells, 0 = NADH-free wells | activation factor at 20 µM | 190,000 compounds, 0.005% hits | AID 1229, 2008;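 active = diaphorase activity raised at least twofold by the compound at 20 µM; inactive = activation factor below 2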
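Test system: Clostridium kluyveri diaphorase, purified enzyme. Buffer or medium: 50 mM HEPES pH 7.4 buffer plus MgCl2 and Tween 20. Also added: 0.114 mM NADH and 0.1 mM resazurin, final amounts. Dosing: compound 20 µM once, DMSO 1%. Schedule: 16 min enzyme reaction, ambient temperature. Detection: fluorescence of resorufin, 544 nm excitation, 590 nm emission.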
FLuc act counter = FLuc activators, initial screening, artefact control for FLuc-dependent activation tests, biochemical, ATPlite luminescence. Luciferin 4-monooxygenase (Photinus pyralis), P08659. ATPlite luciferase biochemical, 10 min; 0 = ATP-free wells, 1 = DMSO control. activation factor at 10 µM. 200,000 tested, under 10 active. AID 1027, 2008;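 active = luciferase activation factor, scaled between plate controls, of at least 2 with compound at 10 µM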
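Material: luciferase plus luciferin reagent, cell-free. Medium: PBS buffer for ATP. Also added: ATP substrate, dispensed from a 10.24 µM working solution in PBS. Doses: test compounds dosed from 2 mM stocks in 100% DMSO. Incubation: 10 min post-reagent at room temperature. Technique: light output (luminescence). Read-out basis: luminescence gain marking luciferase activators.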
Diaphorase inh = diaphorase inhibitors and chemical oxidizers, primary screen, counter-screen for diaphorase-coupled primary assays, biochemical, uHTS, resorufin fluorescence | diaphorase resazurin-to-resorufin fluorescence, NADH, 16 min; bacterial (C. kluyveri) enzyme, not human | inhibition, % at 20 µM | 190,000 compounds, 0.69% hits | AID 1217, 2008;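 active = primary screen inhibition at 20 µM above a set limit, cut at about 50% in these data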;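 also: plate controls were DMSO with full reaction for no effect and wells lacking NADH for full effect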
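Test system: diaphorase enzyme from Clostridium kluyveri; amount: diaphorase at 0.14 U/mL in enzyme working solution; detection: fluorescence of resorufin formed from resazurin, Ex 544/Em 590 nm; times: reaction incubation of 16 min at room temperature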
PMI act satM6P = human PMI activators, high substrate, primary screen, biochemical, fluorescence intensity, near-saturating mannose 6-phosphate; activation factor at 20 µM; 190,000 compounds, 0.34% hits; Mannose-6-phosphate isomerase (Homo sapiens), P34949; coupled PMI enzyme assay, resazurin fluorescence, 20 min; stronger effect = higher value; 1 = untreated enzyme, 0 = substrate-free blank;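 active = activation factor of 2 or more at 20 µM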
Target sequence (P34949 whole entry, looked up): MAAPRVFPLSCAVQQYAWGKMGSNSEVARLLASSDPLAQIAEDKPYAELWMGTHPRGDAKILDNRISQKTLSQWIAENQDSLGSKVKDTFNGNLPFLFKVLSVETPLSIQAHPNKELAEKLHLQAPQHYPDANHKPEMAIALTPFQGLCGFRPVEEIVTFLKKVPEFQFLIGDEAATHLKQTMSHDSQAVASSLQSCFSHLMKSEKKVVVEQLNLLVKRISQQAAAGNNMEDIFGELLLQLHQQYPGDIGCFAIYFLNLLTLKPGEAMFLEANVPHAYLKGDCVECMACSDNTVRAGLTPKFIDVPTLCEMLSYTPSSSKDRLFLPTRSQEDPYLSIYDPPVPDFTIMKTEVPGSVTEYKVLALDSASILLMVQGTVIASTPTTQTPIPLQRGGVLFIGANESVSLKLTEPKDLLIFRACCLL
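Material: human phosphomannose isomerase with PGI, G6PDH, diaphorase coupling enzymes; amount: PMI at 15 ng/mL final; also added: Mannose-6-phosphate 1.0 mM (near-saturating) plus 0.22 mM NADP+; incubation: enzyme reaction with compound 20 min at room temperature; signal: resorufin fluorescence (Ex 544/Em 590 nm) from resazurin via diaphorase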
PMI act = activators of human PMI, primary screen, biochemical, fluorescence intensity, near-Km mannose 6-phosphate; purified human PMI, coupled resazurin fluorescence, 20 min; stronger effect = higher value; 1 = vehicle control, 0 substrate-free wells; 190,000 compounds, 0.005% hits; AID 1214, 2008; activation factor at 20 µM; Mannose-6-phosphate isomerase (Homo sapiens), P34949;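 active = activation factor of 2 or more at 20 µM, relative to plate controls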
G6PDH CS = L. mesenteroides G6PDH inhibitors, counter-screen for G6PDH-coupled screening assays, biochemical, Leuconostoc mesenteroides enzyme. 200,000 compounds, 0.12% hits. inhibition, % at 5 µM. AID 1020, 2008. glucose-6-phosphate dehydrogenase [Leuconostoc mesenteroides]. Purified L. mesenteroides G6PDH, diaphorase/resazurin coupled fluorescence, 45 min; in the data active = inhibition above about 50%
HMGR II inh = inhibitors of E. faecalis class II HMGR, primary screen, biochemical, Enterococcus faecalis; purified E. faecalis HMGR, NADPH absorbance 340 nm kinetic; HMG-CoA reductase (Enterococcus faecalis, mvaE); inhibition, % at 10 µM; AID 1066, 2008; 190,000 compounds, 0.41% hits;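 active = inhibition above a set limit, the median over all tested compounds plus 3 SD, cut at about 9.5% in these data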;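 also: enzyme runs in reverse so mevalonate oxidation gives rising NADPH absorbance; 0% = complete reaction with DMSO and 100% = background rate lacking mevalonate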
TNAP act hiacc = TNAP activators at high phosphate acceptor level, primary screen, biochemical, luminescence, uHTS | Alkaline phosphatase, tissue-nonspecific isozyme (Homo sapiens), P05186 | purified TNAP, CDP-star luminescence, 1 M DEA, 30 min; stronger effect = higher value; 0 = EDTA background, 1 = DMSO-only activity | activation factor at 20 µM | 200,000 tested, under 10 active;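 active = activation factor at least 2 at 20 µM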
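Measured by: Luminescent substrate turnover signal | Test system: Human TNAP | Input: TNAP 1/800 final | Dosing: 20 µM single point | Schedule: 30 min, room temperature | Controls: EDTA wells as negative control, DMSO wells as positive control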
TNAP inh no acc = human TNAP enzyme inhibitors, primary screen, biochemical, luminescent, no phosphate acceptor, uHTS | purified TNAP, CDP-star luminescence, 30 min | inhibition, % at 20 µM | 200,000 compounds, 0.26% hits | AID 1012, 2008;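 active = tissue-nonspecific alkaline phosphatase inhibition above about 50% at 20 µM in the single-dose screen, limit read from the data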;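 also: 0% = DMSO negative control and 100% = EDTA positive control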
* marks the source's active call; other numbers are inactive results.

#	compound	Diaphorase inh	FLuc act counter	TNAP inh hiacc	TNAP inh no acc	G6PDH CS
1	Cc1ccc(C)c(-n2nnnc2SCC(=O)Nc2cccc(-c3nnc4n3CCCCC4)c2)c1	17	1.1	-9	-22	4
2	COc1ccc(-c2[nH]ncc2CN(CCO)CC23CC4CC(CC(C4)C2)C3)c(OC)c1	17	1.1	-4	-2	17
3	c1ccc(CCn2c(SCc3ccccc3)nnc2-c2ccncc2)cc1	1	1	0	-7	19
4	O=C(O)c1ccc(N2CCCC2=O)cc1	-2	1.1	-6	-14	5
5	CCCCCC(=O)NC(=S)Nc1cccc(C(C)=O)c1	12	1	-4	5	6
6	CC(C)c1onc(C(=O)Nc2cccc(O)c2)c1[N+](=O)[O-]	13	0.9	1	-6	4
7	Cc1cccc(NC(=O)NCC(c2cccnc2)N2CCOCC2)c1 (stereo not drawn)	8	1.1	-6	-4	10
8	CC1(CC(=O)N/N=C/c2ccc(-c3ccc(C(=O)O)cc3)o2)OCCO1	9	1.1	-5	0	6
9	CN(C(=O)Nc1ccc(Cl)cc1Cl)[C@H]1c2cc(Br)ccc2OC[C@H]1CO	23	1	-1	-4	1
10	Cc1ccc(-c2csc3nnc(SCC(=O)Nc4cccc(C)n4)n23)cc1	9	1	-2	-6	1

#	Diaph act CS	PMI act	HMGR II inh	PMI act satM6P	TNAP act hiacc
1	0.8	0.9	-8	1	1.1
2	0.8	0.8	-2	0.8	1
3	1	1	-5	1	1
4	1	1	-7	1.1	1.1
5	0.9	0.9	-3	1	1
6	0.9	1.1	-8	1	1
7	0.9	1	-4	1	1.1
8	0.9	1	0	1.1	1
9	0.8	0.8	-4	0.8	1
10	0.9	1	1	1.1	1

Among those listed so far, these have four or more nitrogen atoms:
#	compound	Diaphorase inh	FLuc act counter	TNAP inh hiacc	TNAP inh no acc	G6PDH CS
1	Cc1ccc(C)c(-n2nnnc2SCC(=O)Nc2cccc(-c3nnc4n3CCCCC4)c2)c1	17	1.1	-9	-22	4
3	c1ccc(CCn2c(SCc3ccccc3)nnc2-c2ccncc2)cc1	1	1	0	-7	19
7	Cc1cccc(NC(=O)NCC(c2cccnc2)N2CCOCC2)c1 (stereo not drawn)	8	1.1	-6	-4	10
10	Cc1ccc(-c2csc3nnc(SCC(=O)Nc4cccc(C)n4)n23)cc1	9	1	-2	-6	1

#	Diaph act CS	PMI act	HMGR II inh	PMI act satM6P	TNAP act hiacc
1	0.8	0.9	-8	1	1.1
3	1	1	-5	1	1
7	0.9	1	-4	1	1.1
10	0.9	1	1	1.1	1

Next records follow.
#	compound	Diaphorase inh	FLuc act counter	TNAP inh hiacc	TNAP inh no acc	G6PDH CS
11	CCOC(=O)CSc1nc(C)c2ccc(C)cc2n1	11	1	2	-8	8
12	CCC(=O)Nc1cc(C(=O)OCC(=O)c2ccccc2)ccc1C	-3	0.8	1	-2	-4
13	CCOc1ccc(-c2nc(CSCC(=O)NCc3ccco3)c(C)o2)cc1	8	0.9	-4	-10	2
14	O=C(OCC(=O)N1c2ccccc2Sc2ccccc21)C1CC(=O)N(Cc2ccco2)C1 (stereo not drawn)	10	1.1	-6	-3	12
15	CC1(C(=O)NC2CCCC2)CCC(=O)N1Cc1ccccc1 (stereo not drawn)	6	1	-1	-15	7
16	CCOc1ccccc1NC(=O)c1cnc2n(c1=O)CCS2	-2	1.1	-4	-10	2
17	CN1CCN(NC(=O)c2cn(-c3ccccc3)nc2-c2ccc(OC(F)F)cc2)CC1	3	1.1	0	8	8
18	COC(=O)[C@@]1(Cc2ccc(OC)cc2)[C@H]2c3cc(C(=O)N4CCCC4)n(Cc4ccc(OC)c(OC)c4)c3C[C@H]2CN1C(=O)c1ccccc1	26	1	-7	-11	11
19	CC(C(=O)NC(=O)NC1CCCCC1)N1CCN(c2ccccn2)CC1 (stereo not drawn)	3	1.2	-6	-4	4
20	O=C(OCCN(CCOC(=O)c1ccncc1)S(=O)(=O)c1cccs1)c1ccncc1	-8	1	-5	-12	3

#	Diaph act CS	PMI act	HMGR II inh	PMI act satM6P	TNAP act hiacc
11	0.9	1	-10	1	1
12	1	1	-1	1	1
13	0.9	0.9	-5	0.9	1
14	0.9	1.1	-2	1.1	1.1
15	0.9	1	-2	1	1
16	1	1	2	1.1	1
17	1	1.3	-1	1.2	1
18	0.7	0.9	-4	0.9	1.1
19	1	1	-12	1.2	1.1
20	1.1	1.1	0	1.1	1

#	compound	Diaphorase inh	FLuc act counter	TNAP inh hiacc	TNAP inh no acc	G6PDH CS
21	CCN(CC)C(=O)CC(c1ccc(F)cc1)c1ccco1 (stereo not drawn)	14	1.1	-3	-9	5
22	Cn1c(N)c(C(=O)COC(=O)CCCN2C(=O)c3ccccc3C2=O)c(=O)n(C)c1=O	-1	1.1	-1	-8	2
23	NC(=O)C1CCN(C(=O)CSc2nc3c(c(-c4ccccc4)n2)CCCC3)CC1	10	1.1	-1	-7	-5
24	Cc1cc(C)n(C(=O)c2ccc(C)c(F)c2F)n1	7	1	1	-8	-13
25	C=CCNc1ncnc2c1cnn2-c1ccc(C)cc1C	5	1	2	4	8
26	COc1ccc(-c2nc3c(c(SCC(=O)N4CCOCC4)n2)COC(C)(C)C3)cc1	2	1	-6	-11	11
27	COCCNC(=O)c1ccc(C(=O)C(=O)c2ccccc2)cc1	23	1.1	-2	-13	13
28	COc1ccc(OC)c(Nc2ncnc3c2cnn3-c2ccccc2)c1	13	1	-1	-2	5
29	NC(=O)c1ccc(NS(=O)(=O)c2ccccc2F)cc1	11	1	-3	-13	3
30	CC(C)C(=O)Nc1ccc(N2CCN(S(C)(=O)=O)CC2)cc1	4	1	0	-8	1

#	Diaph act CS	PMI act	HMGR II inh	PMI act satM6P	TNAP act hiacc
21	0.9	0.9	-2	1	1
22	1	1.1	-3	1.1	1
23	0.9	1	3	1	1
24	0.9	0.9	-2	1	1
25	1	0.9	0	1	1
26	1	1	0	1	1.1
27	0.8	1	2	1	1
28	0.9	0.8	1	1	1
29	0.9	1	1	0.9	1
30	1	1	2	1	1

#	compound	Diaphorase inh	FLuc act counter	TNAP inh hiacc	TNAP inh no acc	G6PDH CS
31	CN(C)CCNc1oc(/C=C/c2ccccc2)nc1C#N	-3	1	5	-14	0
32	CC(C)NC(=O)CN(c1cccc([N+](=O)[O-])c1)S(=O)(=O)c1ccccc1	-8	1	0	-3	5
33	COc1ccc(N(C(=O)c2ccccc2OC(C)=O)C(C)C2CC2)cc1 (stereo not drawn)	4	1.1	-2	-8	-5
34	O=C(NC1CCCC1)C(c1cccnc1)N(C(=O)c1csnn1)C1CCCC1 (stereo not drawn)	8	1.1	-2	-6	3
35	COc1ccc(/C=N/N=C2/CC(C)(C)Cc3n[nH]c(=O)cc32)cc1	48	1	3	-4	8
36	CCc1ccc(CN(C)CC(=O)Nc2ccccc2[N+](=O)[O-])cc1	12	1.1	0	-8	-16
37	C/C(=N/NC(=O)OC(C)(C)C)c1ccco1	-11	0.7	3	-13	-11
38	CCCNC(=S)Nc1ccc(Cl)cc1Cl	13	1.1	-7	-4	2
39	COc1ccc(OC)c(S(=O)(=O)N(C)CC(=O)N2CCN(c3cccc(Cl)c3)CC2)c1	21	1	-1	-9	-12
40	CC1CCCN(c2ccc(C(=O)OCC(=O)N3c4ccccc4Sc4ccccc43)cc2[N+](=O)[O-])C1 (stereo not drawn)	8	1	4	-12	3

#	Diaph act CS	PMI act	HMGR II inh	PMI act satM6P	TNAP act hiacc
31	1	1	1	1	1
32	1.1	1.1	4	1	1
33	1	1	-5	1	1
34	0.9	1	-2	1.1	1
35	0.5	1.2	-6	0.9	1
36	0.9	0.9	-2	0.9	1
37	1.1	1	-4	1.1	1
38	0.9	1	-8	1	1.1
39	0.8	0.8	-3	0.9	1
40	0.9	1	-9	0.9	1

Bioassay records (PubChem BioAssay)
